Source: PubChem (National Center for Advancing Translational Sciences (NCATS))
Tau ThT inhib: tau fibrillization inhibition (ThT binding) | P10636 | recombinant tau K18 P301L, heparin-induced fibrillization, ThT fluorescence | Potency, µM (doses to about 57.4 µM), for inactives: at the top dose activity, negative = inhibition, usual class: inhibitors | actives 2.1% (n = 270,000); note: % is set by controls: 0 for no effect and ±100 for the full control effect; nearly all actives have a fitted effect of over 55% in size
Target sequence (P10636 561-689 P618L limits assumed): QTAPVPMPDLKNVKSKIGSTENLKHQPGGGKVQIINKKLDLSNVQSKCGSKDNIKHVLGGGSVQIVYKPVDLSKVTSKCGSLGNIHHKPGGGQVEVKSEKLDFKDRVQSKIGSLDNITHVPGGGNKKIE
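Heparin-induced (20 uM) aggregation of recombinant human K18 P301L tau, 15 uM unlabeled with 0.24 uM labeled, pH 7 acetate buffer, 6 hr at 37 C with compound. Fibrils quantified by 30 uM ThT fluorescence after 1 hr ambient incubation.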
GAA spleen mod: inhibitors or activators of human alpha-glucosidase in spleen homogenate. P10253. human spleen homogenate, 4-MU-alpha-glucoside fluorescence. Potency, µM (highest dose often 79.9 µM), without a hit: top-dose activity change, negative = inhibition, hits mostly inhibitors. actives 0.006% (n = 240,000). AID 2112;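 note: 0% = enzyme with vehicle and -100% = no enzyme basal signal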
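Human spleen homogenate (1 ug) incubated with compounds and 1 mM 4-methylumbelliferyl-alpha-D-glucopyranoside in pH 5.0 citrate/phosphate buffer, 37 C, 40 min. Stopped at pH 10; 4-MU fluorescence (Ex 365/Em 440 nm); AC50 by Hill fit.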
GAA glycogen mod: GAA glycogen-cleavage inhibition or activation | P10253 | recombinant GAA, glycogen substrate, Amplex Red glucose oxidase fluorescence | Potency, µM (highest dose often 76.4 µM), inactives show at the highest dose activity change, negative = inhibition, hits mostly inhibitors | actives 0.38% (n = 300,000) | AID 2100;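 note: 0% = full enzyme reaction and -100% = no-enzyme basal signal; the screen sought inhibitors and activators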
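Recombinant human alpha-glucosidase (4 nM final) hydrolysed bovine liver glycogen (30 ug) for 40 min at 37 C in pH 5.0 citrate/phosphate with 0.01% Tween-20. Released glucose detected by glucose oxidase/Amplex Red, Ex 573/Em 610 nm. Compounds up to 77 uM; AC50 from Hill fits.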
GAA inhib: blocks human lysosomal alpha-glucosidase | P10253 | Potency, µM (highest dose often 76.9 µM), without a hit: at the top dose activity change, negative = inhibition, usual class: inhibitors | purified human GAA, 4-MU-alpha-glucoside fluorescence | actives 0.005% (n = 200,000);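 note: plate controls were uninhibited enzyme wells for no effect and no-enzyme background for full effect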
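Fluorogenic assay: 4 nM human alpha-glucosidase with 400 uM 4-methylumbelliferyl-alpha-D-pyranoside in 50 mM citrate/phosphate, 0.005% Tween-20, pH 5.0, 20 min at room temperature. Compounds tested up to 77 uM; AC50 from Hill fits.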
HTT ATP protect: Huntington cell model cytoprotection by ATP luminescence; Potency, µM (series often up to 56.4 µM), for inactives: cytoprotection (ATP increase), usual class: activators; PC12 HTT-Q103 induced, cytoprotection, ATP luminescence, 40 h; actives 0.14% (n = 230,000);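 note: % of control where 0% means no effect; nearly all actives have a fitted effect of over 45% in size; toxic huntingtin expression switched on by the ecdysone agonist tebufenozide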
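ATP quantification (ATPlite) reports survival of PC12 cells in which tebufenozide, 100 nM final, switches on Htt exon 1 with 103 glutamines linked to GFP; compounds are titrated.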
GLA spleen mod: alpha-galactosidase A (human) modulation; actives 0.008% (n = 240,000); human spleen homogenate, 4MU-alpha-Gal fluorescence, 40 min; Potency, µM (series often up to 80 µM), for the others: top-dose activity change, negative = inhibition, actives largely listed as inhibitors; P06280;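 note: 0% = enzyme with vehicle and -100% = no enzyme basal signal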
Target sequence (P06280 32-429 limits assumed): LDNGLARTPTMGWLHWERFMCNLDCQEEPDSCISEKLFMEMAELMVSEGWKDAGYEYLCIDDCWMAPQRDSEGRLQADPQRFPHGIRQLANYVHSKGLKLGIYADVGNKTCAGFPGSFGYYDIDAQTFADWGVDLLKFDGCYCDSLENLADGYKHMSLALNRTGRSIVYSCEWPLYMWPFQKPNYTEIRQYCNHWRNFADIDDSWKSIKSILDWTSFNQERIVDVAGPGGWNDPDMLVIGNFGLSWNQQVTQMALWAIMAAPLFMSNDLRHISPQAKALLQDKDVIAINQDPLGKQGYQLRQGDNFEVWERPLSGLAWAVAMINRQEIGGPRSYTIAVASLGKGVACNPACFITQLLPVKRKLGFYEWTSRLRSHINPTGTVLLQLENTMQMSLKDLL
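Human spleen homogenate (1 ug) was the enzyme source, with 4-methylumbelliferyl-alpha-D-galactopyranoside (1 mM final) in pH 5.0 citrate buffer with 0.01% Tween-20. Compounds were titrated; after 40 min at 37C, NaOH/glycine stop, 4-MU fluorescence read; AC50 from Hill fits.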
Tau fibril FP: tau fibrillization inhibition (FP); P10636; K18 P301L tau heparin fibrillization, Alexa594 FP, 6 h; Potency, µM (highest dose often 57.7 µM), for the others: at the highest dose activity, negative = inhibition, actives largely listed as inhibitors; actives 0.39% (n = 280,000); AID 1468; note: % is set by controls: 0 for no effect and ±100 for the full control effect; nearly all actives have a fitted effect of over 55% in size
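Steps: dispense K18 P301L tau (15 uM plus 0.24 uM Alexa 594 tracer, final) in pH 7 sodium acetate; add compound; add heparin (20 uM final); incubate 6 hr, 37 C; add ThT (30 uM final); after 1 hr ambient, read FP.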
Tau fluor counter: counter-screen for tau fibril formation inhibitors | tau K18 P301L Alexa594 fluorescence, heparin fibrillization | actives 0.93% (n = 280,000) | Potency, µM (titrated, usually from 57.7 µM), for the others: at the highest dose activity change, negative = decrease; note: % is set by controls: 0 for no effect and ±100 for the full control effect; nearly all actives have a fitted effect of over 55% in size
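Human tau K18 P301L (15 uM unlabeled, 0.24 uM Alexa 594-labeled) in 100 mM sodium acetate pH 7 with 20 uM heparin, 6 hr at 37 C. ThT 30 uM added, 1 hr ambient; Alexa 594 FP and total fluorescence read at 555/632 nm.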
An asterisk follows results filed as active; ? = inconclusive; . = not tested or not shown; [ ] = another dose, or the depositor's remark. Calls come from the whole dose curve; as a rule, active = well fitted curve in the direction sought with a large enough effect; inconclusive = small, poorly fitted or top-dose-only effect, or another doubt; inactive = no such curve, though single readings can be large; an effect the other way counts as inactive or inconclusive. Potency is the fitted concentration of half-maximal effect.

Letter code – A = Tau ThT inhib; B = GAA spleen mod; C = GAA glycogen mod; D = GAA inhib; E = HTT ATP protect; F = GLA spleen mod; G = Tau fibril FP; H = Tau fluor counter
> CSc1ccccc1N=Cc1nc(-c2ccccc2)oc1O
  A = 20µM*; B = -3%; C = -4%; D = -6%; E = -1%; F = 2%; G = -11%; H = ?

> O=C(c1ccc(Cl)c(Cl)c1)N1CCCC1
  A = -10%; B = -7%; C = 3%; D = -2%; E = 13%[10 µM]; F = 2%; G = -9%; H = -8%

> O=C(NCc1ccccc1)N(Cc1cc2cc3c(cc2[nH]c1=O)OCO3)CC1CCCO1 (configuration not stated)
  A = -9%; B = -7%; C = 2%; D = 5%; E = -6%; F = 2%; G = 2%; H = -2%

> COc1cc(/C=C/C(=O)Nc2ccc3nc4n(c(=O)c3c2)CCCC4)cc(OC)c1OC
  A = ?; B = -1%; C = 5%; D = -9%; E = -9%; F = 4%; G = -5%; H = -19%

> Cn1c(=O)c2ncn(CC(=O)O)c2n(C)c1=O
  A = 1%; B = 1%; C = -3%; D = -6%; E = -6%[10 µM]; F = 6%; G = 1%; H = -1%

> Cn1c(=O)c(C(=O)CSc2nnc(Nc3ccccc3)s2)c(N)n(Cc2ccccc2)c1=O
  A = ?; B = 0%; C = -2%; D = -2%; E = -21%; F = 10%; G = -5%; H = ?

> O=C(CCSCc1ccccc1Cl)NC1CCCCC1
  A = -9%; B = 5%; C = -27%; D = 0%; E = -12%; F = -1%; G = 5%; H = -9%

> O=S(=O)(c1ccc(Cl)s1)N1CCN(Cc2ccccc2)CC1
  A = -11%; B = -6%; C = 0%; D = -12%; E = 4%[1.9 µM]; F = 6%; G = -2%; H = -18%

> Cc1ccc(NC(=O)C2CCN(C(=O)c3ccccc3C)CC2)cc1
  A = 13%; B = 4%; C = -4%; D = 4%; E = ?; F = -1%; G = 1%; H = 9%

> Cc1ccc(NC(=O)NC2(C(=O)NCc3ccco3)CCCCC2)cc1
  A = -4%; B = 4%; C = .; D = 6%; E = -4%; F = -9%; G = -1%; H = -1%

> CCOC(=O)c1[nH]nc2c1C(=O)N(Cc1ccccc1)C2=O
  A = -8%; B = -3%; C = 9%; D = -8%; E = -15%; F = -13%; G = 4%; H = -10%

> C=CCNC(=S)N/N=C(\C)c1ccc(-n2ccnc2)cc1
  A = ?; B = 8%; C = ?; D = -12%; E = -28%; F = 2%; G = -2%; H = -7%

> CCN(CCn1cccn1)C(=O)CC1C(=O)NCCN1Cc1ccc(OC)c(OC)c1 (configuration not stated)
  A = 4%; B = 6%; C = 17%; D = 10%; E = 1%[10 µM]; F = -6%; G = 6%; H = 12%

> CCN(CC)S(=O)(=O)c1cc(-c2nnc(-c3ccc(Br)cc3)o2)ccc1Cl
  A = -10%; B = -2%; C = 3%; D = -14%; E = -4%; F = 0%; G = 6%; H = -19%

> CCOC(=O)c1c(NC(=O)CN2CCN(C(=O)c3ccco3)CC2)sc2c1CCCC2
  A = ?; B = -3%; C = -8%; D = -10%; E = 18%[10 µM]; F = 1%; G = 4%; H = -7%

> COCCNC(=O)C(c1ccc(C)o1)N(C(=O)C(=O)NC1CCCCC1)c1ccc(F)cc1 (configuration not stated)
  A = 5%; B = 1%; C = -5%; D = 2%; E = -11%[10 µM]; F = -3%; G = -2%[2.34 µM]; H = 13%[2.34 µM]

> Cc1ccc(-c2nc(-c3cc4cccc(OCc5cccc(F)c5)c4oc3=O)no2)cc1
  A = -11%; B = .; C = -2%[76.3 µM]; D = .; E = .; F = .; G = -5%; H = -12%

> CC1CCCC(NCC(O)COC(c2ccc(F)cc2)c2ccc(F)cc2)C1C (configuration not stated)
  A = -3%; B = 1%; C = 7%; D = -7%; E = -26%; F = 7%; G = 13%; H = -7%

> CC(C)Cc1cc(C(=O)N2CCN(C(c3ccccc3)c3ccccc3)CC2)no1
  A = ?; B = -6%; C = -12%; D = -7%[15.4 µM]; E = -20%; F = -12%; G = -4%; H = -7%

> Cn1c(=O)[nH]c(=O)c2c1nc(N1CCCCC1)n2C/C=N/NC(=O)c1cc(Br)ccc1O
  A = -12%; B = 9%; C = ?; D = .; E = 0%[10 µM]; F = 3%; G = ?; H = -6%

> Cc1ccc(C)c(NC(=O)c2ccc3c(c2)CCCN3S(C)(=O)=O)c1
  A = 0%; B = .; C = -6%[76.3 µM]; D = .; E = .; F = .; G = -7%; H = -7%

> O=C(Nc1ccc(S(=O)(=O)N2CCC(C(=O)NC3CCCCC3)CC2)cc1)c1ccco1
  A = -2%; B = -3%; C = -4%; D = -5%; E = 1%; F = -9%; G = -14%; H = -14%

> CCCn1c(-c2ccc(F)cc2)nc2c(N3CCN(CCn4ccnc4)CC3)nc(C)nc21
  A = -11%; B = 9%; C = .; D = .; E = -40%[inhibitor]; F = 3%; G = 6%; H = -10%

> CCCCCCC(=O)NC(Nc1ccc(S(N)(=O)=O)cc1)C(Cl)(Cl)Cl (configuration not stated)
  A = -4%; B = -24%; C = -8%; D = -10%; E = -35%; F = 5%; G = -1%; H = -6%

> Clc1nc(CN2CCCCC2)nc2sc3c(c12)CCC3
  A = -6%; B = -4%; C = 4%; D = 3%; E = 12%[10 µM]; F = -7%; G = -3%; H = 1%

> COc1ccc2[nH]c3c(N4CC(C)OC(C)C4)ncnc3c2c1 (configuration not stated)
  A = -25%; B = 9%; C = -12%; D = -4%; E = -12%; F = 10%; G = 9%; H = -14%

> COc1ccc(C(=S)Nc2ccccc2)cc1
  A = ?; B = 1%; C = -5%; D = 0%; E = -16%; F = 1%; G = -3%; H = -9%

> O=S(=O)(Nc1nc2ccccc2nc1Cl)c1ccc2ccccc2c1
  A = 3%; B = -3%; C = -1%; D = 10%; E = .; F = 0%; G = -7%; H = -1%

> COc1ccccc1NC(=O)COC(=O)Cc1ccc(S(=O)(=O)N2CCCCC2)s1
  A = -15%; B = -4%; C = -6%; D = -9%; E = 13%[10 µM]; F = -6%; G = -3%; H = -22%

> CC(C(=O)c1ccccc1)[n+]1cccc(C(N)=O)c1 (configuration not stated)
  A = -8%; B = -5%; C = 11%; D = 12%[15.4 µM]; E = 15%[10 µM]; F = 2%; G = -7%; H = -12%

> CCc1c(C)nc(N)n2c(SCC(=O)N3CCCc4ccccc43)nnc12
  A = 9%; B = 6%; C = 6%; D = 2%; E = 14%[10 µM]; F = 1%; G = 2%; H = 2%

> C[C@H](CCC(=O)O)[C@H]1CC[C@H]2[C@@H]3[C@H](O)C[C@@H]4C[C@H](O)CC[C@]4(C)[C@H]3C[C@H](O)[C@]12C
  A = .; B = -7%; C = -8%[76.3 µM]; D = .; E = 2%; F = 2%; G = .; H = .

> CC(C)(C)c1ccc(C(=O)N2CCC(=O)N(C(COCc3ccccc3)Cc3ccccc3)CC2)cc1 (configuration not stated)
  A = ?; B = -2%; C = -26%; D = -2%[15.4 µM]; E = .; F = 2%; G = -5%; H = -15%

> CC(NC(=O)c1ccnn1C)C1CCCO1 (configuration not stated)
  A = 3%; B = -4%; C = -8%; D = 2%; E = -23%; F = 3%; G = -6%; H = -2%

> O=c1c2c3c(sc2ncn1/N=C/c1ccccc1)CCCC3
  A = ?; B = 9%; C = 0%; D = -4%; E = -11%[10 µM]; F = 10%; G = 2%; H = -12%

> COC(=O)[C@@]1(Cc2ccc(F)cc2)[C@H]2c3cc(C(=O)N(C)C)n(Cc4ccc(C(F)(F)F)nc4)c3C[C@H]2CN1C(=O)c1ccccc1
  A = -18%; B = -10%; C = .; D = .; E = 9%; F = 0%; G = -1%; H = -9%

> CNC(=O)c1[nH]cnc1C(=O)Nc1cccc(OC)c1
  A = -3%; B = -4%; C = -8%; D = -5%; E = -11%[0.074 µM]; F = -10%; G = -7%; H = -1%

> CC(C)(C)C1=Nn2c(nnc2-c2ccccc2F)SC1
  A = -3%; B = 2%; C = -19%; D = -6%; E = 14%; F = 2%; G = 1%; H = 2%

> CCc1ccc(Nc2nnc(SCC(=O)NC(=O)c3cccn3C)s2)cc1
  A = -13%; B = -1%; C = 15%; D = 15%; E = -29%[1.9 µM]; F = -8%; G = 5%; H = ?

> O=S1(=O)N=C(N/N=C/c2ccco2)c2ccccc21
  A = -10%; B = -3%; C = ?; D = -3%; E = -21%; F = -3%; G = -1%; H = -2%

> CN(C)C(=O)CN1C(=O)C2CC=C(Cl)CC2C1=O (configuration not stated)
  A = -2%; B = -7%; C = -6%; D = -1%; E = -3%[10 µM]; F = -2%; G = 0%; H = 5%

> Cc1cccn2c(CN(C)C3CCCc4ccccc43)c(C(=O)N3CCOCC3)nc12 (configuration not stated)
  A = -7%; B = 3%; C = -10%; D = -2%; E = 1%[10 µM]; F = 0%; G = 7%; H = -4%

> Cc1[nH]c2ccc(-c3n[nH]c(=S)n3Cc3ccccc3)cc2c1C
  A = ?; B = 5%; C = -15%; D = -10%; E = -4%[10 µM]; F = 8%; G = 4%; H = ?

> Cc1cc(C)n(-c2cc(C(=O)O)cc(C(=O)O)c2)n1
  A = -3%; B = -2%; C = 23%; D = ?; E = 2%[10 µM]; F = -6%; G = 4%; H = 2%

> COc1cc(C2NC(=O)NC(O)(C(F)(F)F)C2C(=O)c2cccs2)ccc1O (configuration not stated)
  A = -8%; B = -7%; C = -5%; D = -9%; E = -5%; F = -6%; G = -4%; H = -5%

Given bar-delimited: entries from further up
molecule | Tau ThT inhib | GAA spleen mod | GAA glycogen mod | GAA inhib | HTT ATP protect | GLA spleen mod | Tau fibril FP | Tau fluor counter
Cc1[nH]c2ccc(-c3n[nH]c(=S)n3Cc3ccccc3)cc2c1C | ? | 5% | -15% | -10% | -4%[10 µM] | 8% | 4% | ?
Cc1cc(C)n(-c2cc(C(=O)O)cc(C(=O)O)c2)n1 | -3% | -2% | 23% | ? | 2%[10 µM] | -6% | 4% | 2%
COc1cc(C2NC(=O)NC(O)(C(F)(F)F)C2C(=O)c2cccs2)ccc1O (configuration not stated) | -8% | -7% | -5% | -9% | -5% | -6% | -4% | -5%

Hits appear at their usual frequency; overall some 3.3% were active at least once.
